Compound activity deposited in PubChem by Johns Hopkins Ion Channel Center.
TRPC4 inh: TRPC4 (mouse) channel inhibition; Q9QUQ5; HEK293 TRPC4beta/mu-opioid, DAMGO-evoked Fluo4 calcium flux; hits give low values; B-score at 10 µM; 300,000 compounds, 0.39% hits; AID 2247;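 active means B-score over 3 SD under the library average, no early fluorescence shift, positive overall ratio signal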
Target sequence (Q9QUQ5 whole entry, looked up): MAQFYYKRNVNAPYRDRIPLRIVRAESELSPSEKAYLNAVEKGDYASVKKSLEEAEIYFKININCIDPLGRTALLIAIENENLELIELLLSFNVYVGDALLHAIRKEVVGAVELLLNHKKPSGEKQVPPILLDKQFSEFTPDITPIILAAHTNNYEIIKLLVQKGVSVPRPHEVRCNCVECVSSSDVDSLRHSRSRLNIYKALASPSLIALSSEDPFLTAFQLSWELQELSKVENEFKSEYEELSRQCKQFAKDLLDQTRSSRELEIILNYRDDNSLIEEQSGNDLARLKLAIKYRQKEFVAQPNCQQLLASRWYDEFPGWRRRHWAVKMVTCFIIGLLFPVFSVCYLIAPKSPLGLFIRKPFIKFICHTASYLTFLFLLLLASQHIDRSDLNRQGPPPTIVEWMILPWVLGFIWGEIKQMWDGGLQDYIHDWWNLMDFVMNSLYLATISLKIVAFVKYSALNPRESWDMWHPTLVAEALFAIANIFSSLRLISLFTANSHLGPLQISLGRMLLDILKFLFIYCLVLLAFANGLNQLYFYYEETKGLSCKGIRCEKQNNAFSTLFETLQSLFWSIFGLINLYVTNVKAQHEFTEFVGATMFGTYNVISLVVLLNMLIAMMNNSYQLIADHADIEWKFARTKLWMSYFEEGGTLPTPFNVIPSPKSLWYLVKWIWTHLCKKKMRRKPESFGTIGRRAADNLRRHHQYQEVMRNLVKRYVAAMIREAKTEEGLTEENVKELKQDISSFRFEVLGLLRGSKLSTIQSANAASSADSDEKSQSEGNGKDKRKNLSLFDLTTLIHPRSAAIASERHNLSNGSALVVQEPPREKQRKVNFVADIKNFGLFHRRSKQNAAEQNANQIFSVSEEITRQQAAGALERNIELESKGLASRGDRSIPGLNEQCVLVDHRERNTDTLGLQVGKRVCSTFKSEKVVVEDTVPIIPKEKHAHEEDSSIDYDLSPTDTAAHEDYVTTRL
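Test system – stable TRPC4beta/mu-opioid receptor HEK293 cells · Probe or stimulus – DAMGO, a submaximal dose followed by a maximal one · Dosing – one concentration per compound · Signal – Fluo4 calcium fluorescence by kinetic imaging, 5 s 1 Hz baseline · Evaluation – per-well B score of integrated baseline-normalized Fluo4 ratio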
TRPC6 inh: inhibitors of mouse TRPC6 channel; HEK293-TRPC6, membrane potential dye, ACh-evoked depolarization; hits give low values; B-score at 10 µM; 310,000 compounds, 1.1% hits; AID 2553;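 active means B-score under library mean minus 3 SD, initial fluorescence not abnormally high, positive integrated signal ratio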;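 further: B-score derived from integrated fluorescence ratio over the kinetic read; more negative B-score means stronger inhibition of depolarization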
TMEM16A act: mouse TMEM16A channel activation, primary screen; Q8BHY3; AID 623877; 340,000 compounds, 0.3% hits; B-score at 10 µM; HEK293 TMEM16A/YFP-H148Q/I152L, iodide quench fluorescence; hits give low values;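 active means fluorescence-ratio B-score plate-corrected deviation score at least 3 library SD below zero, with starting fluorescence score within 5 deviations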;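 further: channel opened by trigger with iodide after compound preincubation; score built on the fluorescence ratio of max minus min over baseline; more negative score means more quench and so TMEM16A activation or potentiation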
MrgX1 PAM: human MrgX1 positive allosteric modulation, primary screen. MrgX1-HEK293, Fluo-4 calcium flux, FDSS; hits give high values. B-score at 10 µM. 310,000 compounds, 0.63% hits;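 active means plate-corrected calcium response at least 3 library SD above typical, normal starting fluorescence, not activating the receptor alone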;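 further: compound read alongside a low EC10 to EC30 dose of BAM8-22 agonist; peak minus trough fluorescence over baseline measured at the second addition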
MrgX1 antagonist: human MrgX1 receptor antagonism, primary screen | Q96LB2 | MRGX1-HEK293 calcium flux, Fluo-4, BAM8-22 antagonism; hits give low values | B-score at 10 µM | 310,000 compounds, 1.3% hits | AID 588676;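 active means calcium-response B-score plate-corrected more than 3 library SD below zero, starting fluorescence within 5 deviations, no agonist response on first addition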;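 further: peak minus trough fluorescence over baseline after final BAM8-22 challenge near maximal dose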
RGS4 block: inhibitors of human RGS4. HEK293 M3R/RGS4 inducible, Fluo-4 calcium flux; hits give high values; triggered by carbachol at its EC20. B-score at 10 µM. 310,000 compounds, 0.45% hits;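 active means B-score, a plate-corrected calcium signal, over three deviations above library mean, with baseline fluorescence within five deviations of library mean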;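 further: RGS4 expression induced by doxycycline in cells with stable M3 receptor; B-score is computed from the integrated fluorescence ratio over baseline after carbachol; higher B-score means a larger calcium signal and so more RGS4 inhibition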
TRPC4 agonist: activators of mouse TRPC4 channel. 310,000 compounds, 0.49% hits. Q9QUQ5. B-score at 10 µM. AID 2237. HEK293 TRPC4beta/mu-opioid, Fluo4 calcium fluorescence; hits give high values;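 active means B-score above 5 SD of library B-scores, and initial fluorescence ratio not above library mean plus 5 SD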;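 further: positive B-score marks a calcium rise read as TRPC4 activation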
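System – HEK293 cells stably co-expressing mouse TRPC4beta and mu-opioid receptor · Signal – Fluo4 calcium-sensitive dye fluorescence, kinetic, 1 Hz baseline · Benchmarks – buffer (low) and maximal DAMGO (high) · Read-out – B score of integrated fluorescence ratio per well · Incubation – dye loading 45 min room temperature, 110 s kinetic read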
TRPC4 potent: allosteric potentiators of mouse TRPC4 channel; Q9QUQ5; HEK293 TRPC4beta/mu-opioid, DAMGO EC20, Fluo-4 Ca2+ flux; hits give high values; B-score at 10 µM; 310,000 compounds, 0.42% hits;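 active means B-score of calcium response area above 5 SD of library B-scores, with initial fluorescence ratio within 5 SD of library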;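 further: B-score of integrated fluorescence ratio over time as area under calcium response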
TRPC6 activator: activators of mouse TRPC6 channel; 310,000 compounds, 0.13% hits; HEK293-TRPC6 membrane potential dye fluorescence; hits give high values; AID 2550; B-score at 10 µM;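 active means B-score of the integrated fluorescence ratio above library mean plus 3 SD, and starting fluorescence ratio within library mean plus 5 SD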;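 further: higher score means more depolarization so channel activation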
TMEM16A inh: blocks the mouse calcium-activated chloride channel TMEM16A. 310,000 compounds, 1.2% hits. normalized B-score (activity score, 25-100; higher = stronger inhibition) at 10 µM. HEK293 TMEM16A/YFP iodide influx fluorescence, ionomycin. Q8BHY3. AID 588511;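 active means ratio plate-corrected score three or more library SD toward inhibition, starting fluorescence score within five deviations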;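 further: score derived from kinetic fluorescence span divided by baseline fluorescence per well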
MrgX1 agonist: human MrgX1 receptor agonism, primary screen. B-score at 10 µM. MrgX1-HEK293 cells, Fluo-4 calcium fluorescence, agonist mode; hits give high values. 310,000 compounds, 0.44% hits. AID 588627. Q96LB2;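 active means calcium response B-score plate-corrected fluorescence ratio at least 3 library SD, with starting fluorescence B-score inside 5 SD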
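Material: HEK293 cells stably expressing human MrgX1 receptor | Quantity: 15,000 cells per well | Times: Cells plated overnight, dye loaded 0.5 h 37 °C, 0.5 h room temperature | Measured by: Kinetic Fluo-4 NW fluorescence of intracellular calcium | Control set: Positive and negative controls per plate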
An asterisk follows results filed as active; i = inactive; x = not tested or not shown.

smiles	TRPC4 inh	TRPC6 inh	TMEM16A act	MrgX1 PAM	MrgX1 antagonist	RGS4 block	TRPC4 agonist	TRPC4 potent	TRPC6 activator	TMEM16A inh	MrgX1 agonist
CCOC(=O)c1c(S(=O)(=O)N2CCCC(C)C2)c(C)n(C)c1C (stereo not given)	i	i	i	i	i	i	i	i	i	i	i
CN(C)/C=N/c1nc(Sc2ccc(C(F)(F)F)cc2[N+](=O)[O-])n[nH]1	i	i	i	i	i	i	i	i	i	i	i
COC(=O)c1ccc(-c2noc(CN(C)CC3CCCCO3)n2)cc1 (stereo not given)	i	i	i	i	i	i	i	i	i	i	i
COC(=O)C1=C[C@@H](C(=O)OC)[C@@H]2C3=C(C(=O)C2(C)C)[C@H](c2ccccc2)[C@@H]2C(=O)N(C)C(=O)[C@@H]2[C@@H]3C1	i	i	i	i	i	i	i	i	i	i	i
COC(=O)c1cn(NC(=O)Cc2cccc(OC)c2)c(=O)c2ccccc12	i	i	i	i	i	i	i	i	i	i	i
O=C(Nc1nc(-c2ccccc2)c(-c2ccccc2)o1)c1ccc(F)cc1	i	i	i	i	i	i	i	i	i	i	i
O=c1[nH][nH]c(-c2ccccc2O)c1C(C[N+](=O)[O-])c1ccc(Cl)cc1Cl (stereo not given)	i	i	i	i	i	6.2*	i	i	i	i	i
Cc1c(C(=O)OC2CCCC2)[nH]c2c1C(=O)CC(c1ccco1)C2 (stereo not given)	i	i	i	i	i	i	i	i	i	i	i
O=C(Nc1nnc(-c2ccccc2F)s1)C1CCCO1 (stereo not given)	i	i	i	i	i	i	i	i	i	i	i
CC(NC(N)=O)C(=O)OCC(=O)c1ccc(-c2ccccc2)cc1 (stereo not given)	i	i	i	i	i	i	i	i	i	i	i
NC(=O)[C@@H]1CC2(CC(c3cccc(NC(=O)[C@@H]4CCC(=O)N4)c3)=NO2)CN1C(=O)Cc1ccc([N+](=O)[O-])cc1 (stereo not given in full)	i	i	i	i	i	i	i	i	i	i	i
CCc1c(C)c2ccc(O)c(CN(C)C)c2oc1=O	i	i	i	i	i	i	i	i	i	i	i
CCOc1cc(C(=O)Nc2ccc(S(=O)(=O)Nc3nnc(CC)s3)cc2)cc(OCC)c1OCC	i	i	x	i	i	i	i	i	i	i	i
C/C(=N/NC(=O)c1cccs1)c1ccco1	i	i	i	i	i	i	i	i	i	i	i
O=C(Nc1nnc(Cc2ccccc2)s1)c1cccs1	i	i	x	i	i	i	i	i	i	i	i
CN1CCN(c2nc(-c3cc4ccccc4o3)cs2)CC1	i	i	i	i	i	i	i	i	i	i	i
COc1cccc(N2C(=O)C3CCCN3C2c2ccc(F)cc2)c1 (stereo not given)	i	i	i	i	i	i	i	i	i	i	i
CCOc1ccc(Nc2nc(Cc3nnc(SCC(=O)NCc4ccco4)n3CC)cs2)cc1	i	i	i	i	i	i	i	i	i	i	i
Cc1ccc(Cl)cc1NC(=O)N[C@@H](C)C(=O)O	i	i	i	i	i	i	i	i	i	i	i
CN1CCC(=NNC(=O)C(=O)NCc2ccccc2)CC1	i	i	i	i	i	i	i	i	i	i	i
COc1ccc(NC(=O)CN2C(=O)NC(C)(c3ccccc3)C2=O)cc1Cl (stereo not given)	i	i	i	i	i	i	i	i	i	i	i
Cc1cc(CN2CCCC(N3CCc4ccccc4C3)C2)cc(C)c1O (stereo not given)	i	i	i	i	i	i	i	i	i	i	i
O=S(=O)(C=C(c1ccccc1)c1ccccc1)c1ccccc1	i	i	i	i	i	i	i	i	i	i	i
Cc1ccc(C(=O)N2CCN(c3ccc(Cl)cc3)CC2)cc1	i	i	i	i	i	i	i	i	i	i	i
Cc1ccc(NC(=O)N2CCCCCC2)cc1	i	i	i	i	i	i	i	i	i	i	i
O=C(c1cccc(F)c1)N1CCN(CC2CC3C=CC2C3)CC1 (stereo not given)	i	i	i	i	i	i	i	i	i	i	i
O=c1c2ccccc2c(C=NCCCN2CCOCC2)c(O)n1Cc1ccccc1	i	i	i	i	i	i	i	i	i	i	i
CCCC(=O)NC(=S)Nc1ccc(Cl)cn1	i	i	i	i	i	i	i	i	i	i	i
O=C(COc1ccc(S(=O)(=O)N2CCCC2)cc1)N1CCCCC1	i	i	i	i	i	i	i	i	i	i	i
CC(=O)c1cc(-c2ccccc2)[nH]c1N1CCCC1	i	i	i	i	i	i	i	i	i	i	i
COCCNC(=O)CSc1nc2nc(C)cc(C)n2n1	i	i	i	i	i	i	i	i	i	i	i
Cc1ccc(-c2cccc(C3CC=CC4C3C(=O)N(Cc3ccccc3)C4c3cc(C)ccc3F)c2)cc1 (stereo not given)	i	i	i	i	i	i	i	i	i	i	i
COc1ccc(NC(=S)NC23CN4CN(CN(C4)C2)C3)cc1	i	i	i	i	i	i	i	i	i	i	i
O=C(Nc1c2c(nn1-c1ccc(F)cc1)CS(=O)C2)c1ccc(Br)o1 (stereo not given)	i	i	i	i	i	i	i	i	i	i	i
O=C(NCC1CCCO1)c1nnc(Cc2ccc(F)cc2)o1 (stereo not given)	i	i	i	i	i	i	i	i	i	i	i
CCOc1ccc(-c2nnn(CC(=O)c3ccc4c(c3)OCCO4)n2)cc1	i	i	i	i	i	i	i	i	i	i	i
CC1CCc2sc(C(=O)NNC(=O)c3ccncc3)cc2C1 (stereo not given)	i	i	i	i	i	i	i	i	i	i	i
O=C(COC(=O)COc1ccc(Cl)cc1Br)NCc1cccs1	i	i	i	i	i	i	i	i	i	i	i
COc1ccc(N2CCN(C(=O)CCNS(=O)(=O)c3ccc4c(c3)CCC(=O)N4)CC2)cc1	x	x	i	i	i	x	x	x	x	i	i
CCC(=O)C1CCCN(C(=O)c2ccc(OC3CCN(C(=O)c4cccnc4)CC3)cc2)C1 (stereo not given)	i	i	i	i	i	i	i	i	i	i	i
CCc1c(C)nc2ncnn2c1Nc1ccc(C(C)=O)cc1	i	i	i	i	i	i	i	i	i	i	i
CCN(CC)S(=O)(=O)c1cccc(-c2nnc(SC(C)C(N)=O)n2CCc2ccccc2)c1 (stereo not given)	i	i	i	i	i	i	i	i	i	i	i
O=C(C[n+]1cc(-c2ccc(F)cc2)n2c1CCC2)N1c2ccccc2Sc2ccccc21	i	-7.9*	i	i	i	i	i	i	i	i	i
O=C(NC(CSCc1ccccc1)C(=O)N/N=C/c1ccc(O)cc1O)c1ccc([N+](=O)[O-])cc1 (stereo not given)	i	i	i	i	i	i	i	i	i	i	i
CCCOC(=O)c1cc(-c2ccc(C=O)o2)ccc1Cl	i	i	i	i	i	i	i	i	i	i	i
Cc1nc(N2CCN(C(=O)COc3ccccc3)CC2)c2c(C)c(C)sc2n1	i	i	i	i	i	i	i	i	i	100*	i
CC1(C)CN=c2s/c(=C\c3ccc(Cl)cc3)c(=O)n2C1	i	-7.3*	i	i	i	i	i	16*	i	i	i
NC(=O)C1CCN(c2oc(-c3ccccc3)nc2S(=O)(=O)c2ccc(Br)cc2)CC1	i	i	i	i	i	i	i	i	i	i	i
CCN(CC)C(=O)CN1CCN(c2ncccn2)CC1	i	i	i	i	i	i	i	i	i	i	i
C=C1CCN(C(C)C(=O)OC)S(=O)(=O)c2ccccc21 (stereo not given)	i	i	i	i	i	i	i	i	i	i	i

Other compounds.
smiles	TRPC4 inh	TRPC6 inh	TMEM16A act	MrgX1 PAM	MrgX1 antagonist	RGS4 block	TRPC4 agonist	TRPC4 potent	TRPC6 activator	TMEM16A inh	MrgX1 agonist
O=C(NCC(c1cccs1)N1CCOCC1)c1cc(S(=O)(=O)N2CCOCC2)c(Cl)cc1Cl (stereo not given)	i	i	i	i	i	i	i	i	i	i	i
Cc1c2n(c3ccccc13)CC/C2=N\O	i	i	i	i	i	i	i	i	i	i	i
CCCCNC(=O)CSc1nc2ccccc2c(=O)n1Cc1ccc2c(c1)OCO2	i	i	i	i	i	i	i	i	i	i	i
COc1ccc(CN(C)C(=O)c2ccncc2)c(OC)c1	i	i	i	i	i	i	i	i	i	i	i
Cc1cccc(-c2nnc(SCC(=O)Nc3nc4c(s3)CCCC4)n2C)c1	i	i	i	i	i	i	i	i	i	i	i
Cc1ccc(C[n+]2ccccc2)cc1	i	i	i	i	i	i	i	i	i	i	i
COC(=O)N/N=C/c1cc(Br)ccc1O	i	i	i	i	i	i	i	i	i	i	i
Cc1cc(C(F)F)n2nc(C(=O)Nc3ccc(S(=O)(=O)NC45CC6CC(CC(C6)C4)C5)cc3)nc2n1	i	i	i	i	i	i	i	i	i	i	i
CC(NC(=O)c1cc(-c2ccccn2)nc2ccc(Cl)cc12)C1CCCO1 (stereo not given)	i	i	i	i	i	i	i	i	i	i	i
Cc1ccc(NC(=O)c2cc(S(=O)(=O)NCCC3=CCCCC3)ccc2F)cc1	i	i	i	i	i	i	i	i	i	i	i
CC(C)C(=O)Nc1cc(S(=O)(=O)Nc2ccc(Cl)cc2)ccc1Cl	i	i	i	i	i	i	i	i	i	i	i
COc1ccc(-c2nnc(SCCOc3cccc(C)c3)n2N)cc1	i	i	i	i	i	i	i	i	i	i	i
C[C@@H]1O[C@@H](OC[C@H]2O[C@@H](Oc3c(-c4ccc(O)cc4)oc4cc(O)cc(O)c4c3=O)[C@H](O)[C@@H](O)[C@@H]2O)[C@H](O)[C@H](O)[C@H]1O	i	i	i	i	i	i	i	i	i	i	i
O=C(Nc1ccc(N2CCOCC2)cc1)c1cc2c(s1)CCCCC2	i	i	i	i	i	i	i	i	i	i	i
CC1C(=O)C(C)C(c2ccc(Cl)cc2)NC1c1ccc(Cl)cc1 (stereo not given)	i	i	i	i	i	i	i	i	i	i	i
